# Source: PubChem (Sanford-Burnham Center for Chemical Genomics)
# SENP7 inh – SENP7 protease inhibitors, primary screen, biochemical, luminescence, uHTS. Sentrin-specific protease 7 (Homo sapiens), Q9BQF6. recombinant SENP7, Z-RLRGG-aminoluciferin luminescence, 40 min. inhibition, % at 5 µM. hit rate 1.5% among 330,000. AID 434973, 2010;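 active = inhibition above about 50% at the single test dose, limit read from the data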;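 note: plate controls were DMSO with enzyme for no effect and no enzyme buffer wells for full effect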
# Target sequence (Q9BQF6 706-1050 limits assumed): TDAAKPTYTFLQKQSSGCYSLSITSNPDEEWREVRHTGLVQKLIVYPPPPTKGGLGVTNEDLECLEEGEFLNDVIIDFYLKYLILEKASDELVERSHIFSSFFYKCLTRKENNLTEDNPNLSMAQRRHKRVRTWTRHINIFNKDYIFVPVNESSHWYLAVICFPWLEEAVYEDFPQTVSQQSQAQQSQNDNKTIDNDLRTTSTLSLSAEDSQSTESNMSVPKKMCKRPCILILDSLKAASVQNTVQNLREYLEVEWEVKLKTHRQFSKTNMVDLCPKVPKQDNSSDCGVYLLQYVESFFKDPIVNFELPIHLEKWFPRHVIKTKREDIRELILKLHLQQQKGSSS
# SENP6 inh – SENP6 protease inhibitors, primary screen, biochemical, luminescence, uHTS; Sentrin-specific protease 6 (Homo sapiens), Q9GZR1; Recombinant SENP6 catalytic domain, aminoluciferin luminescence; inhibition, % at 10 µM; hit rate 1.8% among 330,000;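 active = inhibition above about 50% at the single tested dose, limit read from the data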;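 note: plate controls were DMSO wells with enzyme for no effect and DMSO wells lacking enzyme for full effect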
# UBC13 polyUb – UBC13 polyubiquitin chain formation inhibitors, primary screen, biochemical, TR-FRET, uHTS. inhibition, % at 20 µM. hit rate 0.47% among 330,000. AID 485273, 2010. Ubiquitin-conjugating enzyme E2 N (Homo sapiens), P61088; in the data active = inhibition above about 45%, passing the limit was not always enough; inconclusive = no clear call, values can overlap the other calls
# Target sequence (P61088 whole entry, looked up): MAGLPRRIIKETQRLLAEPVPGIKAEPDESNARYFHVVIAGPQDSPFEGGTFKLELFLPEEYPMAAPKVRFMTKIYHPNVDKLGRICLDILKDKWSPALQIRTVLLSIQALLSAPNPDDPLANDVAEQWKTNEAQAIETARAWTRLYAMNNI
# MIN6 prolif – inducers of MIN6 beta-cell proliferation, primary screen, ATP luminescence, uHTS | MIN6 cells proliferation, ATPlite luminescence, 48 h; cells starved in 0.2% serum; 100% = growth in 10% serum | proliferation, % at 10 µM | hit rate 0.29% among 330,000;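 active = compounds whose signal lies at least 3.5 SD above the mean of all wells on their plate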;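 note: 0% = DMSO-treated cells in low-serum medium and 100% = 10% serum control; some compounds called inactive have numbers as strong as hits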
# SENP8 block-1 – human SENP8 protease inhibitors, primary screen, biochemical, fluorescence, Nedd8 protein substrate, uHTS | recombinant SENP8 | inhibition, % at 20 µM | AID 602440, 2012 | Sentrin-specific protease 8 (Homo sapiens), Q96LD8 | hit rate 0.64% among 360,000; in the data active = inhibition mostly above about 40%, no sharp cut-off; inactive = mostly below about 27%
# Target sequence (Q96LD8 whole entry, looked up): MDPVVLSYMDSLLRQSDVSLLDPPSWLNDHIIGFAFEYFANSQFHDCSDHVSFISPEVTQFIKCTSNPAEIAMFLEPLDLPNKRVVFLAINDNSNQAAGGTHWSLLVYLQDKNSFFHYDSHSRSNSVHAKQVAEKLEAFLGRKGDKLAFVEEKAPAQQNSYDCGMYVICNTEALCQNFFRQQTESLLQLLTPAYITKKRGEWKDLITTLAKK
# PfG6PD inh – PfG6PD enzyme inhibitors, primary screen, biochemical, fluorescence intensity, uHTS; hit rate 0.78% among 350,000; glucose-6-phosphate dehydrogenase-6-phosphogluconolactonase (Plasmodium falciparum 3D7); PfGluPho enzyme, NADPH resazurin-diaphorase fluorescence; inhibition, % at 20 µM;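 active = inhibition reaching at least a set limit at 20 µM in the primary screen, cut at about 59% in these data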;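 note: 0% = DMSO wells with substrate and 100% = DMSO wells lacking glucose-6-phosphate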
# SENP8 block-2 – SENP8 protease inhibitors, primary screen, biochemical, luminescence. AID 2540, 2010. purified SENP8, Z-RLRGG-aminoluciferin cleavage. inhibition, % at 10 µM. hit rate 1.2% among 330,000. Sentrin-specific protease 8 (Homo sapiens), Q96LD8; in the data active = inhibition above about 50%
# HKDC1 inhibitor – HKDC1 hexokinase inhibitors, primary screen, biochemical, fluorescence, uHTS | Q2TB90 | recombinant HKDC1, G6PDH/diaphorase resazurin coupled fluorescence | inhibition, % at 20 µM | hit rate 0.16% among 340,000;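 active = inhibition above about 35% when tested at 20 µM, limit read from the data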;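 note: plate controls were DMSO wells with enzyme for no effect and DMSO wells lacking enzyme for full effect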
#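 Test system: recombinant HKDC1 (HK5) hexokinase enzyme, produced in-house; Amount: enzyme 5 µg/mL final; Buffer or medium: Tris pH 8.0 buffer with MgCl2, Tween-20, BSA, BME; Reagent: glucose and ATP substrates; Doses: 20 µM test compound, 1% DMSO; Incubation: 90 min reaction incubation at room temperature, dark; Detection: resorufin fluorescence at 613 nm.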
# SENP1 FRET inh – human SENP1 catalytic domain inhibitors, primary screen, biochemical, FRET, uHTS | Sentrin-specific protease 1 (Homo sapiens), Q9P0U3 | hit rate 0.21% among 360,000 | inhibition, % at 10 µM | recombinant SENP1 catalytic domain, CyPet-SUMO1-YPet FRET cleavage | AID 624204, 2012;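 active = inhibition at least 30% at 10 µM, raw YFP signal under a set limit, fluorescence ratio 0.5 to 1.5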;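 note: 0% = enzyme with DMSO and 100% = no enzyme wells; some results filed as inactive read as strong as hits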
# Target sequence (Q9P0U3 419-644 limits assumed): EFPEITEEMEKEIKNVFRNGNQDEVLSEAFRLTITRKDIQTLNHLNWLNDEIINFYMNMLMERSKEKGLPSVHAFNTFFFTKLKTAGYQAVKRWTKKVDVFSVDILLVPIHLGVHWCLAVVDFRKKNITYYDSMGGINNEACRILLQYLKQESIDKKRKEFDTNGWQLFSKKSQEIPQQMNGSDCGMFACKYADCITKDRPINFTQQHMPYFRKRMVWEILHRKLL
#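 Test system: human SENP1 catalytic domain; medium: Tris pH 8 buffer plus EDTA, NaCl, BME, BSA, NP40, catalase; incubation: 50 min reaction at room temperature; technique: FRET, CFP and YFP emission; controls: no-enzyme low control and enzyme-plus-DMSO high control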
# The depositor's hits bear a star; i = inactive; ? = inconclusive; · = not tested or not shown.
SMILES,SENP7 inh,SENP6 inh,UBC13 polyUb,MIN6 prolif,SENP8 block-1,PfG6PD inh,SENP8 block-2,HKDC1 inhibitor,SENP1 FRET inh
COCCN1CCN(C(=O)C2CCC(=O)N(CCCc3ccccc3)C2)CC1 (stereo not given),1,-8,8,1,-2,9,-3,-3,3
CCOC(=O)C1=C(CSc2nc(-c3ccncc3)ccc2C#N)OC(N)=C(C#N)C1c1cccnc1 (stereo not given),6,-2,-2,0,-217,18,1,7,-19
CN(c1ccc(C(=O)N2CCOCC2)cc1)S(=O)(=O)c1ccc(Cl)cc1,8,-11,-2,-2,12,-11,-6,3,0
Cc1noc(C)c1C(=O)NC(C)C1CCCO1 (stereo not given),5,-4,10,3,9,3,0,-3,1
O=C(CCCCn1c(=O)[nH]c2ccsc2c1=O)NCC1CCCO1 (stereo not given),9,0,-5,-1,35,5,0,3,-1
CCCn1nc(Oc2nc(N(C)C)nc(N(C)C)n2)ccc1=O,2,-1,3,-3,8,-13,0,-4,0
COC(=O)c1sc(NC(=O)/C=C/c2ccc(C)cc2)nc1C,-9,-2,3,-1,-375,3,-3,-7,1
CCOC(=O)c1[nH]c2ccc(OC)cc2c1NC(=O)CCN1CCN(Cc2ccccc2)CC1,0,-17,12,-1,i,-2,3,-6,-1
CCOc1ccc(NC(C)c2cc(Cl)ccc2O)cc1 (stereo not given),-1,-2,-11,-3,46*,9,-7,11,-1
Cc1ccnc(NC(=O)c2ccc(Cl)c(NC(=O)CCc3ccccc3)c2)c1,-1,-2,-1,-3,·,·,-1,·,·
O=C(c1ccc(=O)[nH]c1)N(Cc1ccco1)C1(C(=O)NC2CCCC2)CCCCC1,-1,-6,-1,-2,18,2,3,4,-1
O=C(CSc1nnc(SCc2ccccc2)s1)N/N=C/c1ccc(C(=O)O)cc1,24,20,-8,-3,14,-21,51*,5,-1
CCOc1cc(C2NC(=S)NC(C)=C2C(=O)Nc2ccccc2)ccc1O (stereo not given),5,-10,26,-3,6,28,-1,-4,-3
CC(Sc1n[nH]c(N)n1)c1nc2scc(-c3cccs3)c2c(=O)[nH]1 (stereo not given),-4,-3,4,-3,17,23,3,-3,-1
COc1ccc(Cn2nnnc2CN(Cc2cc3cccc(C)c3[nH]c2=O)C2CCCC2)cc1,12,10,-4,-3,-39,1,9,7,-4
CC(SCC(=O)NC12CC3CC(CC(C3)C1)C2)C(=O)O (stereo not given),3,4,-2,0,6,-29,3,-33,2
CCOc1ccc(-c2ccc(/C=C3/C(=N)N4C(C)=CSC4=NC3=O)o2)c([N+](=O)[O-])c1,-3,-13,-49,-3,24,3,-2,-2,11
CC1CC(C)CN(S(=O)(=O)c2ccc(C(=O)NNC(=O)c3ccccc3F)cc2)C1 (stereo not given),9,-13,-6,2,17,-51,-7,0,2
O=C(Cn1cnc2c(cnn2-c2ccccc2)c1=O)NC1CCCC1,-8,6,-6,1,11,1,0,-2,1
O=C(COc1ncnc2cc(Cl)ccc12)c1ccccc1,-5,-4,1,-3,-3,12,-11,-3,2
CN(CC(=O)Nc1ccc(F)cc1)C(=O)CSc1nnc(Cc2ccccc2)o1,2,-6,-10,-4,1,11,-1,-3,2
COc1ccc(C2CC(c3ccco3)n3ncnc3N2)cc1 (stereo not given),-9,9,-4,-2,-270,-8,-3,-2,-11
COCCNC(=O)c1ccc(NC(C)=O)cc1,8,-6,2,-1,8,-1,-1,-7,1
CC(C)(CNC(=O)CNC(=O)c1ccccc1F)N1CCOCC1,-4,1,1,1,8,3,-2,0,3
CCOC(=O)c1c(C)nc2sc(C(=O)Nc3ccc(C(C)=O)cc3)c(N)c2c1-c1ccc(OC)cc1,-1,-28,10,-3,-412,17,5,0,7
COCCCNC(=O)c1cc2c(s1)CS(=O)(=O)C2,2,7,-5,-4,7,-11,2,-8,2
N#CC1(C#N)CC(C=O)=C(N)C1(C#N)CC(=O)C12CC3CC(CC(C3)C1)C2 (stereo not given),-4,-14,-11,-7,-6,8,-7,5,-28
CC(=O)Nc1ccc(C(=O)OCC(=O)NCc2ccc(Cl)cc2)cc1,3,0,9,0,·,·,3,·,·
COc1ccc(NC(=O)CSCC(=O)Nc2ccc(S(=O)(=O)N3CCCC3)cc2)cc1,-9,14,-8,3,8,2,2,-5,2
CC1(C)CC(=O)c2c(noc2-c2ccccc2)C1,-2,-9,2,1,28,-1,-7,-2,0
COc1ccc(C)c2sc(NC(=O)C3CC3)nc12,10,13,6,-2,-5,8,-7,2,1
CCc1nnc(NS(=O)(=O)c2ccc(NC(=O)/C=C/c3ccccc3Cl)cc2)s1,8,13,-19,-1,-3,-35,7,-12,1
Cc1ccc(C(=O)Nc2ccc3c(c2)nc(CCNC(=O)c2ccco2)n3C)cc1,0,-12,-8,-3,18,-4,3,-4,1
Cc1cc(C)c2c(-n3cccc3)n[nH]c2n1,-1,4,5,1,15,4,4,-2,1
Cc1nnc(N/N=C\c2ccc(-c3cccc(C(=O)O)c3)o2)n1N,5,52*,-9,0,-360,71*,25,3,-9
O=C1C=C(c2cccc(Cl)c2O)C[C@@H](c2ccc(Cl)cc2)C1,2,13,-16,-6,14,-2,1,4,58*
CCOC(=O)C1CCCN(C(=O)c2cccc3ccccc23)C1 (stereo not given),-9,-19,2,2,4,-1,-11,-2,-1
O=C(COC(=O)/C=C/c1ccc([N+](=O)[O-])cc1)Nc1ccc(F)cc1,-12,-13,-4,-4,12,2,-4,-3,3
O=C(c1ccccc1)N1CCN(c2ncccn2)CC1,10,29,-1,-3,-8,-4,3,3,0
COc1cc(NC(=O)c2cc3ccccc3cc2O)c(OC)cc1Cl,3,16,11,-5,-294,48,4,0,-25
COc1cc(CN2CCCN(C)CC2)c([N+](=O)[O-])cc1OC,12,8,-17,-2,12,17,-3,15,0
CNc1ccc(Oc2c(F)c(F)nc(F)c2F)cc1,-4,-12,4,-2,22,3,2,7,0
Cc1ccccc1N(C(=O)CCC(=O)Nc1ccccn1)C(C(=O)NC(C)C)c1ccc(F)cc1 (stereo not given),3,-10,4,0,4,-11,2,0,2
CC(=O)N(c1nc(/C=C\C(=O)O)cs1)c1ccccc1F,1,4,2,0,24,-27,4,-6,4
CC(C)(C)c1ccc(OCCNCc2ccccc2)cc1,-2,6,19,-4,20,12,5,-4,-3
O=C(Cn1nc(-c2ccco2)ccc1=O)Nc1cc(C(F)(F)F)ccc1Cl,-3,18,7,1,-333,17,4,-2,3
CCCCn1c(N)c(N(C)C(=O)c2cn(-c3ccccc3)nc2-c2ccccc2)c(=O)[nH]c1=O,5,-4,-12,2,5,8,0,-3,0
CC(C)(O)C(=O)NNC(=S)NCc1ccco1,2,2,-2,-4,6,-13,-1,-10,2
CCOC(=O)NCN1C(=O)C2C3C=CC(C3)C2C1=O (stereo not given),11,-5,-3,0,27,-12,1,0,0
CC(/C=C/c1ccc(Cl)o1)=C\C(=O)O,11,-2,-9,-1,2,5,-10,-4,0
CCN(CC)c1ccc(C=O)c(OC)c1,-7,-4,0,-4,-29,6,1,-6,-5
CC1CCCCC12NC(=O)N(CC(=O)c1ccc(Cl)s1)C2=O (stereo not given),13,-14,-4,2,13,-8,-5,3,0
O=C(O)[C@H](Cc1ccccc1)NC(=O)N1CCN(c2cccc(C(F)(F)F)c2)CC1,8,-14,-2,-1,9,-6,-3,-4,-2
COc1ccc2cc(CNCCOCCOCCNCc3ccc4cc(OC)ccc4c3)ccc2c1,·,·,·,·,-4,8,·,5,2
CC(=O)c1c(C)[nH]c(C(=O)CSc2nnc(N)s2)c1C,-4,-7,-1,-4,14,-2,-3,0,-1
CCc1ccc(CCC(=O)Nc2ccc(C)cc2C)o1,-8,1,-6,0,15,-9,-17,3,-4
O=C(CCN=C1NS(=O)(=O)c2ccccc21)OCC(=O)c1ccc(F)cc1,-4,-11,3,-3,3,-9,2,-6,1
CCN1c2ccccc2-c2nc3ccccc3n2C1c1cccnc1 (stereo not given),0,-6,11,1,-270,4,-1,12,-15
O=C(Nc1ncccc1O)c1ccc(Oc2ccccc2)cc1,4,39,-8,-2,11,2,13,-2,1
COc1cccc(NC(=O)C(C)N2C(=O)c3ccccc3C2=O)c1 (stereo not given),2,5,-4,-1,4,4,-4,-4,1
# The results go on:
SMILES,SENP7 inh,SENP6 inh,UBC13 polyUb,MIN6 prolif,SENP8 block-1,PfG6PD inh,SENP8 block-2,HKDC1 inhibitor,SENP1 FRET inh
N#Cc1cc(-c2cccc(Cl)c2)c[nH]c1=O,-3,-8,0,0,-304,-12,0,3,-1
CNc1ccc(/C=C/C(=O)c2ccc(C)cc2)cc1[N+](=O)[O-],0,-9,-56,-6,31,10,3,-4,7
Cc1cc(C)c(OCC(=O)N(C)CC(=O)Nc2ccc(N3CCOCC3)cc2)c(C)c1,8,1,-3,-1,3,2,10,9,0
CCOc1cc(CNCCCN2CCOCC2)cc(Br)c1OCc1ccccc1Cl,0,-22,39,-7,27,-6,-9,-9,1
[O-]/C(=C(\C(=S)NCc1ccco1)[n+]1ccccc1)c1ccccc1Br,10,7,-2,-1,42*,1,2,3,1
COc1ccc(C(=O)C(OC(=O)c2ccccc2Cl)c2ccccc2)cc1 (stereo not given),6,-6,10,0,11,3,-1,-3,2
Cc1cccc(N2CCN(c3ccc4cc(S(=O)(=O)N5CCCCC5)ccc4n3)CC2C)c1 (stereo not given),5,-4,?,-4,-294,7,6,3,1
CCN(CC)C(=O)CSC(Nc1cccc(F)c1)=C(C#N)C#N,-9,5,-16,-2,-4,7,6,-4,-49
O=C1Nc2cc(C(=O)N3CCN(c4ccccc4F)CC3)ccc2NC1CSCc1ccccc1F (stereo not given),2,3,-17,-2,·,·,13,·,·
O=C(O)C1=C[C@H](c2csc3ccccc23)C[C@H](OCc2ccc(CO)cc2)O1,-4,-10,-7,-1,-4,-5,-1,1,0
CC1(C)CC(NC(=O)c2ccccc2F)CC(C)(C)N1,7,12,0,-5,20,-4,-3,-8,0

# Some of these compounds in order of the SENP7 inh value, low to high:
canonical_smiles,SENP7 inh,SENP6 inh,UBC13 polyUb,PfG6PD inh,HKDC1 inhibitor,SENP1 FRET inh
CCN(CC)C(=O)CSC(Nc1cccc(F)c1)=C(C#N)C#N,-9,5,-16,7,-4,-49
N#Cc1cc(-c2cccc(Cl)c2)c[nH]c1=O,-3,-8,0,-12,3,-1
CNc1ccc(/C=C/C(=O)c2ccc(C)cc2)cc1[N+](=O)[O-],0,-9,-56,10,-4,7
[O-]/C(=C(\C(=S)NCc1ccco1)[n+]1ccccc1)c1ccccc1Br,10,7,-2,1,3,1
